Vc quorum ag = inducers of Vibrio cholerae quorum light production without autoinducers, primary screen, BH1578 luxS cqsA deficient, single point | V. cholerae BH1578 lux reporter, luminescence, 6 h | activation, % at 18.7 µM | actives 0.16% (n = 350,000); in the data active means activation mostly above about 9.7%, no sharp cut-off; further: not every result past the cut was called active; inactives centre near 0; reference of the scale not given here
Y pestis TopoI = Yersinia pestis topoisomerase I inhibitors, primary screen, biochemical, cleavage product accumulation, plate reader, single point; DNA topoisomerase I (Yersinia pestis CO92); Y. pestis Topo-I cleavage product accumulation; activity, % at 10 µM; actives 0.064% (n = 360,000); AID 504884, 2011; in the data active means activity above about 50%, passing the limit was not always enough; further: inactives centre near 2
MazEF act = activators of E. coli MazEF toxin-antitoxin RNase, primary screen, biochemical, fluorescence, uHTS. FAM/BHQ RNA-DNA oligo cleavage fluorescence, 5 h. activation, % at 20 µM. actives 0.32% (n = 350,000). AID 504720, 2011; in the data active means activation above about 50%
Target sequence (P0AE70 whole entry, looked up): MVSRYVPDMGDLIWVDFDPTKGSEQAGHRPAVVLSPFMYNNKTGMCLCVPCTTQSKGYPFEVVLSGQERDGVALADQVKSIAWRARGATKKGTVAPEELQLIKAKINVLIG
Rv3671c protease = Rv3671c serine protease inhibitors, primary screen, biochemical, fluorescence polarization, M. tuberculosis H37Rv; inhibition, % at 5.96 µM; actives 0.048% (n = 320,000); AID 2606, 2010; in the data active means inhibition above about 38%;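 further: extracellular domain of Rv3671c used as enzyme; 0% = enzyme with DMSO and 100% = no enzyme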
PfHsp40 yeast = rescue of yeast from PfHsp40 toxicity, primary screen, S. cerevisiae, ATP luminescence; S. cerevisiae expressing PfHsp40, growth rescue; growth rescue, % at 12.5 µM; actives 0.68% (n = 340,000); AID 504582, 2011; in the data active means growth rescue above about 28%, passing the limit was not always enough;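 further: yeast W303a lacking pdr1 and pdr3 grown in galactose medium; growth measured after three days at 30 °C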
Anthrax LF inh2 = Bacillus anthracis LF protease inhibitors, primary screen, biochemical, multiplex microsphere, MLPCN library | AID 588501, 2011 | actives 0.12% (n = 360,000) | multiplex microsphere protease cleavage assay | inhibition, % at 10 µM | Lethal factor (Bacillus anthracis), P15917; in the data active means inhibition above about 30%; further: plate controls were buffer without enzyme for full effect and enzyme alone for no effect
Target sequence (P15917 whole entry, looked up): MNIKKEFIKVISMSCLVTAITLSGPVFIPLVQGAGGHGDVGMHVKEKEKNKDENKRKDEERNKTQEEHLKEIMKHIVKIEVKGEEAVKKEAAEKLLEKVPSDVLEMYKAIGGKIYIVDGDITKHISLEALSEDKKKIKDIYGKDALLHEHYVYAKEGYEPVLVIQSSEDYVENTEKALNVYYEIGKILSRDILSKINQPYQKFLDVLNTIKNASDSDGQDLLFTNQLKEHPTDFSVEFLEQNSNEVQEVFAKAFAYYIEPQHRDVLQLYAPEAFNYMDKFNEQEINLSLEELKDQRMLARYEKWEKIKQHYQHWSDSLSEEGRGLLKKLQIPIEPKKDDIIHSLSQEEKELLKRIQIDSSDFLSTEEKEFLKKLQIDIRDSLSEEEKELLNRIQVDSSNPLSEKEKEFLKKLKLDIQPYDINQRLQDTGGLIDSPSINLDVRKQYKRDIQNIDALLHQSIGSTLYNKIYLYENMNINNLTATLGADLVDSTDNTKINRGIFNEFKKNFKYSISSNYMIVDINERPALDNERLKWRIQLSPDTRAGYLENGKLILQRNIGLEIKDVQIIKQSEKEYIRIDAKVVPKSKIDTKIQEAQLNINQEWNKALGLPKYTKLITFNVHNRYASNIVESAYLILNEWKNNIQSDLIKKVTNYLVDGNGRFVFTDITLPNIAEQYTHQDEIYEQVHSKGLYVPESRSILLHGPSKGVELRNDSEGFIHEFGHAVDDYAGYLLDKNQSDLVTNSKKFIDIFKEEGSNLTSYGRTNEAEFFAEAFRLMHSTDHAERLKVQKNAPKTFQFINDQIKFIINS
VHR inh abs = VHR1 phosphatase inhibitors, primary screen, biochemical, absorbance, uHTS. Dual specificity protein phosphatase 3 (Homo sapiens), P51452. recombinant VHR phosphatase, pNPP absorbance. inhibition, % at 13.3 µM. actives 0.52% (n = 290,000); in the data active means inhibition above about 50%; further: some compounds called inactive have numbers as strong as hits
Target sequence (P51452 whole entry, looked up): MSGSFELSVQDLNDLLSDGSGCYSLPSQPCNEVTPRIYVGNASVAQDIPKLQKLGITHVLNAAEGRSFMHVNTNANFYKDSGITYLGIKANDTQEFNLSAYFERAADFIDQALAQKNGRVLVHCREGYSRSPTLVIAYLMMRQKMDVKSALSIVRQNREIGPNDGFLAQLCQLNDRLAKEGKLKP
SSB-PriA inh = inhibitors of Klebsiella pneumoniae PriA binding to SSB C-terminal tail, primary screen, biochemical, AlphaScreen | AlphaScreen SSBct-PriA binding, biotinylated peptide | inhibition, % at 33 µM | actives 0.6% (n = 430,000) | AID 1272365, 2023; in the data active means inhibition mostly above about 37%, no sharp cut-off; inactive means mostly below about 20%;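 further: plate controls were negative control peptide for no effect and reference peptide for full effect; strong numbers were not always called active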
SARS 3CLpro inh = SARS-CoV 3CLpro protease inhibitors, primary screen, biochemical, quenched FRET | inhibition, % at 6 µM | recombinant SARS-CoV 3CLpro, quenched FRET peptide cleavage | actives 0.14% (n = 290,000) | AID 1706, 2009 | Replicase polyprotein 1ab (Severe acute respiratory syndrome coronavirus), P0C6X7; in the data active means inhibition above about 12%
TcdB GH inh = TcdB glycohydrolase inhibitors, primary screen, biochemical, single point, plate reader. TcdB glycohydrolase enzymatic assay. inhibition, % at 9.99 µM. actives 0.24% (n = 350,000). AID 652162, 2013; in the data active means inhibition above about 10%
Starred values were filed as active, the others as inactive; i = inactive; nt = not tested or not shown; & = joins results of further samples. A portion of the library. The share of hits here may be higher or lower than overall.

SMILES	Vc quorum ag	Y pestis TopoI	MazEF act	Rv3671c protease	PfHsp40 yeast	Anthrax LF inh2	VHR inh abs	SSB-PriA inh	SARS 3CLpro inh	TcdB GH inh
Cc1ccc(C)n1-c1ccc(C(=O)NCc2cccnc2)cc1	i	11.0	nt	3.5	-0.9	-5.6	17.4	nt	-2.1	nt
COc1ccc(C(C)C)cc1-c1cccc2nncn12	-0.5	0.3	nt	nt	nt	-4.2	nt	nt	nt	1.2
Cc1cccc(-c2nnc(NC(=O)c3ccco3)s2)c1	i	3.3	-1.5	-1.4	1.0	4.1	14.5	7.0&-4.6	4.5	-2.1
COc1ccc(S(=O)(=O)n2nc(OC(=O)c3ccco3)cc2N)cc1	i	1.9	5.2	-1.9	1.1	-1.2	7.3	-3.2	-1.5	nt
CC1CCN(C(=O)c2ccc(N(C)S(C)(=O)=O)cc2)CC1	-0.4	1.2	-2.9	-0.6	0.0	-1.6	-8.7	-18.4	-6.8	nt
O=C(O)c1cccc(NC(=O)c2ccc3c(c2)C(=O)N(Cc2ccco2)C3=O)c1	i	2.2	7.6	-1.9	0.5	-1.1	14.7	6.2	-2.6	-1.1
CCOC(=O)c1c(C)n(C)c2ccc(O)c(CN(C)C)c12	0.0	-3.6	-2.1	7.6	-0.7	1.3	18.6	4.7	-4.5	nt
CCOn1c(=O)c(-c2ccccc2)[n+]([O-])c2ccccc21	-0.7	-0.2	6.2	-2.0	0.0	-2.2	-10.3	-7.7	2.7	0.3
CCN(CC)c1ccc(NC(=O)c2ccccc2)cc1S(=O)(=O)Nc1ccccc1OC	-0.3	1.7	4.7	-61.5	0.6	-2.4	23.0	-6.4	2.6	-0.4
COc1ccc(CC(NC(C)=O)C(=O)NC2CCN(S(=O)(=O)c3ccc(NC(C)=O)cc3)CC2)cc1 (stereo unspecified)	-0.1	-4.1	9.7	11.8	-1.1	0.2	-2.9	10.8	0.7	0.6
CCOC(=O)CSc1nnc(-c2ccoc2C)n1-c1ccc(OCC)cc1	i	41.1	-4.6	-0.2	1.9	-1.8	-7.7	12.9	2.1	nt
O=C(NCCCc1ccccc1)C1CC(=O)N(c2ccc3c(c2)OCCO3)C1 (stereo unspecified)	i	8.2	-5.2	4.8	-1.2	-1.5	-0.2	-15.0	-3.4	nt
CCCn1nc(NC(=O)c2ccco2)c2cc3ccccc3nc21	i	1.5	-15.1	-2.6	0.5	1.8	31.9	-46.9	0.7	nt
COc1ccc(NC(=O)NC(C)c2ccccc2)cc1 (stereo unspecified)	-0.5	1.5	3.9	nt	-1.2	-1.0	26.4	-19.8	-0.5	1.0
CCN(c1ccccc1)c1cc(C)nc2nc(C)nn12	i	1.7	7.7	2.0	-0.4	0.1	-3.3	-2.5	1.9	0.7
CCC(C)NC(=O)CS(=O)Cc1nc(-c2cccc(C)c2)oc1C (stereo unspecified)	-0.5	-4.8	2.2	-2.8	-1.0	-3.0	-7.8	-8.9	1.1	0.7
O=C(/C=C/c1cccc(O)c1)c1ccc(N2CCOCC2)cc1	-0.4	14.3	6.9	7.9	-0.2	-1.1	21.3	1.0	-2.0	1.7
COc1c(S(=O)(=O)Nc2cccnc2)ccc(Cl)c1Cl	i	-1.2	0.4	4.1	-0.1	-0.6	22.0	10.7&-10.0	2.5	0.3
Cc1cc(C(=O)Nc2ncc(C)s2)c2ccccc2n1	i	-0.6	-6.3	14.1	1.6	-1.1	-8.9	-7.3	-0.2	10.0*
CCCCCc1ccc(OCCCC[n+]2cccc(C)c2)c(CCCCC)c1	-0.1	-2.0	0.5	-0.9	95.3*	-10.1	0.9	-16.4	3.0	3.5
Cc1ccc(CNC(=O)C(=O)NCCC2CCCCN2S(=O)(=O)c2ccc(C)cc2)cc1 (stereo unspecified)	-5.9	23.1	-6.1	-7.7	2.9	-2.4	nt	-5.1	nt	-8.3
CCN1C(=O)[C@@H]2Cc3c([nH]c4ccccc34)C(c3cc(OC)c(OC)c(OC)c3)N2C1=S (stereo partly specified)	-0.8	14.6	-149.9	-15.7	-0.4	-2.5	19.7	-4.1	0.2	1.4
CC(C)NC(=O)C1(C)CCN1C(=O)c1ccc2c(c1)OCO2 (stereo unspecified)	i	1.0	nt	nt	nt	-2.7	nt	nt	nt	1.1
N#Cc1cc(Oc2ccccc2)c(-n2nnc3ccccc32)cc1C#N	i	0.2	3.3	-6.1	-1.6	-4.3	26.8	-2.7	-0.6	nt
CCc1nc(SCC(=O)OC(C)C)c2ccccc2n1	-0.2	-8.3	8.6	0.7	0.0	-3.8	-4.8	-13.1	1.7	0.4
COc1ccccc1-n1c(C)cc(SC)c(C(C)=O)c1=S	-0.5	-0.3	-1.5	-6.7	-1.1	-1.2	51.6*	-11.7	1.3	nt
Cc1ccccc1C1c2[nH]c3ccccc3c2C[C@H]2C(=O)N(c3ccccc3C(=O)NCCN3CCOCC3)C(=O)N12 (stereo partly specified)	-0.6	0.8	8.3	-1.0	0.1	-0.7	16.5	3.6	2.0	2.1
Cc1cc(C)c(NC(=S)N2CCC(N(C)CC3CCCO3)CC2)c(C)c1 (stereo unspecified)	i	1.5	-9.2	8.5	0.2	-3.4	48.1	-6.6	4.5	nt
CC(OC(=O)c1n[nH]c2ccccc12)C(=O)NC1CCCCC1C (stereo unspecified)	-4.2	-2.4	0.5	-2.2	0.0	7.9	nt	8.5	nt	0.4
COc1cccc(NC(=O)c2cnsn2)c1	i	11.5	4.5	-4.1	0.8	-4.1	-12.0	-15.1	-2.0	nt
CCOc1ccc(CC(=O)NCc2ccc3c(c2)cc(C)n3C)cc1	-0.6	27.3	10.4	-0.1	1.6	-7.5	-7.0	5.8	9.8	0.8
C=C(C)COc1ccc(-c2nc(N)ncc2Oc2ccccc2OC)c(O)c1	nt	7.8	2.5	4.8	-0.3	-1.1	24.4	4.2	-0.7	nt
CCCCn1c(SCC(=O)NC2CC2)nnc1-c1ccncc1	-0.1	3.6	5.1	0.4	-0.5	-1.8	6.4	-5.3	4.3	-0.5
N#Cc1c(N)sc2c1CCCCCC2	-0.9	-3.2	0.2	-4.0	0.6	-3.0	29.9	7.7	0.4	nt
Cc1ccccc1CN1C(=O)C2(OCCCO2)c2ccccc21	-0.6	8.0	-3.3	-2.8	-0.1	0.3	16.6	-0.1	1.6	2.3
COc1ccc(NC2CCCN(C(=O)CCc3ccncc3)C2)cc1OC (stereo unspecified)	-0.2	-4.9	-6.8	-6.9	0.2	-1.4	54.2*	-10.1	-7.8	0.5
O=C(Nc1cccc(C(F)(F)F)c1)c1cccnc1N1CCN(c2ccccc2)CC1	i	-2.3	-3.8	5.2	-0.2	-8.4	24.3	3.7	3.7	nt
CCn1c(=O)c(C(=O)CN2CCN(S(=O)(=O)c3ccc(C)cc3C)CC2)c(N)n(Cc2ccccc2)c1=O	-0.2	3.4	-37.7	-17.7	0.6	-4.3	-4.5	6.9	-4.2	0.6
Cc1cc(S(=O)(=O)n2ccnc2)c(Cl)cc1Cl	-0.2	10.7	1.2	4.3	0.7	-2.9	4.0	-16.0	-0.5	2.1
CC(C)Oc1ccc(S(=O)(=O)N2CCOCC2)cc1NC(=O)c1ccc(N2CCCC2=O)cc1	-0.1	15.9	2.1	5.5	-0.1	1.4	8.6	2.6	3.8	0.9
O=C(NCCCN1CCCC1=O)c1cccc(Oc2ccccc2)c1	-0.2	0.8	3.6	1.9	1.2	0.5	28.6	0.5	-4.1	-1.4
CN1C(=O)/C(=C/c2ccc(OCc3ccc(F)cc3)cc2)N(C)C1=S	0.3	-2.1	-17.2	-1.2	1.2	nt	30.3	-3.5	-1.1	0.0
CCOc1ccc(C(C)NC(=O)c2cccs2)cc1OCC (stereo unspecified)	-1.1	-1.7	-1.0	-3.4	nt	nt	nt	0.6	nt	1.5
CCc1ccc(NC(=O)c2cnccn2)cc1	i	2.7	5.0	4.2	-0.5	3.0	12.7	1.5	-2.1	1.6
COc1ccc(C(=O)NC(=S)Nc2ccc(CN3CCOCC3)cc2)cc1OC	-0.6	9.3	2.5	3.9	nt	nt	31.0	-1.7	-1.2	1.8
CCOc1ccc(CNC(=O)Cn2c(=O)c3cccn3c3ccccc32)cc1	24.8*	-2.6	-9.0	3.4	-0.6	0.6	5.3	-8.4	-2.8	0.9
CC12CCC(C(=O)Nc3cc(Cl)ccc3Cl)(C(Br)C1=O)C2(C)C (stereo unspecified)	-0.7	7.4	3.6	-14.3	0.3	0.6	1.7	-4.3	-1.6	nt
COC(=O)c1cccc(NC(=S)Nc2ccccc2Cl)c1	7.1	1.3	-2.8	-0.3	-1.4	-10.1	28.8	-1.9	-1.1	0.8
COc1cccc(-c2coc3cc4oc(=O)c(CCC(=O)O)c(C)c4cc23)c1	0.0	30.9	-0.1	-24.4	1.4	-12.3	89.2	-4.0	-1.7	0.3
COc1cccc(CN2CCN(Cc3ccc4c(NC(C)=O)cccc4n3)CC2CCO)c1 (stereo unspecified)	-0.3	8.0	-5.6	0.1	0.8	-5.2	6.5	10.4	0.3	0.4

Three successive records already listed:
SMILES	Vc quorum ag	Y pestis TopoI	MazEF act	Rv3671c protease	PfHsp40 yeast	Anthrax LF inh2	VHR inh abs	SSB-PriA inh	SARS 3CLpro inh	TcdB GH inh
COC(=O)c1cccc(NC(=S)Nc2ccccc2Cl)c1	7.1	1.3	-2.8	-0.3	-1.4	-10.1	28.8	-1.9	-1.1	0.8
COc1cccc(-c2coc3cc4oc(=O)c(CCC(=O)O)c(C)c4cc23)c1	0.0	30.9	-0.1	-24.4	1.4	-12.3	89.2	-4.0	-1.7	0.3
COc1cccc(CN2CCN(Cc3ccc4c(NC(C)=O)cccc4n3)CC2CCO)c1 (stereo unspecified)	-0.3	8.0	-5.6	0.1	0.8	-5.2	6.5	10.4	0.3	0.4

Filtered by structure, the compounds so far with a thiophene ring, fused or not
SMILES	Vc quorum ag	Y pestis TopoI	MazEF act	Rv3671c protease	PfHsp40 yeast	Anthrax LF inh2	VHR inh abs	SSB-PriA inh	SARS 3CLpro inh	TcdB GH inh
N#Cc1c(N)sc2c1CCCCCC2	-0.9	-3.2	0.2	-4.0	0.6	-3.0	29.9	7.7	0.4	nt
CCOc1ccc(C(C)NC(=O)c2cccs2)cc1OCC (stereo unspecified)	-1.1	-1.7	-1.0	-3.4	nt	nt	nt	0.6	nt	1.5

Other structures follow.
SMILES	Vc quorum ag	Y pestis TopoI	MazEF act	Rv3671c protease	PfHsp40 yeast	Anthrax LF inh2	VHR inh abs	SSB-PriA inh	SARS 3CLpro inh	TcdB GH inh
COCc1n[nH]c(=S)n1-c1ccccc1	-0.2	5.5	2.5	5.9	-1.8	-1.3	22.3	12.3	7.8	nt
O=C(CSc1ncnc2c1nnn2Cc1ccccc1)NC1CCCCC1	-5.0	9.9	15.3	-1.3	-1.2	6.5	14.2	-8.6	-0.6	1.1
COc1cc(/C=N/NC(=O)c2cccnc2)ccc1OCC(=O)Nc1ccccc1Cl	i	2.2	-35.8	-11.7	1.0	-2.8	11.5	nt	-4.3	0.8
C=CCn1c(SCC(=O)c2[nH]c(C)c(C(=O)OCC)c2C)nc2scc(-c3ccc(OC)c(OC)c3)c2c1=O	-0.2	2.0	-33.0	-11.7	0.6	1.6	21.9	-4.9	-6.7	nt
CN1CCN(c2ccc3c(c2)S(=O)(=O)c2ccccc2C3=O)CC1	-4.5	4.2	-7.2	0.2	-0.2	-3.6	nt	-41.6	nt	2.8
CCOC(=O)c1ccc(N(CCC2CO2)S(=O)(=O)c2ccc(C)cc2)cc1 (stereo unspecified)	-0.9	-3.2	-10.4	nt	12.2	-6.7	nt	nt	nt	0.7

Source: PubChem BioAssay
